RGS4 pot = potentiators or activators of RGS4 | HEK293 M3R/inducible RGS4, carbachol calcium flux Fluo4; hits give low values | B-score at 10 µM | 310,000 tested, 0.92% active | AID 463111;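 active = B-score of the integrated calcium signal more than 4 SD below the library mean, with starting fluorescence not abnormally high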;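 also: negative B-score means reduced calcium response which marks RGS4 activation or potentiation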
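Also added: carbachol at ECmax as muscarinic agonist stimulus; Assay system: HEK293 cells with stable M3R and inducible RGS4; Timing: overnight RGS4 induction, 30 min dye load 37 °C, 20 min compound RT; Measured by: Fluo4-AM (2 µM) calcium-flux fluorescence, kinetic read.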
KCNQ1 block = human KCNQ1 channel inhibition | P51787 | CHO-K1 KCNQ1, FluxOR thallium flux fluorescence; hits give high values | B-score at 10 µM | 310,000 tested, 1.3% active | AID 2642;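 active = compounds whose thallium flux B-score, printed positive for inhibition, exceeds three library SD while starting fluorescence stays within three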;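 also: channel opened by potassium depolarization with thallium stimulus after 20 min compound exposure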
ANO1 activ = activates or potentiates the mouse TMEM16A chloride channel; B-score at 10 µM; HEK293 TMEM16A/YFP-H148Q/I152L, iodide quench fluorescence; hits give low values; 340,000 tested, 0.3% active; Q8BHY3;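 active = fluorescence-ratio B-score plate-corrected deviation score at least 3 library SD below zero, with starting fluorescence score within 5 deviations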;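 also: channel opened by trigger with iodide after compound preincubation; score built on the fluorescence ratio of max minus min over baseline; more negative score means more quench and so TMEM16A activation or potentiation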
hERG protect = hERG (human) protection from proarrhythmic block | CHO-hERG, FluxOR thallium flux, dofetilide IC70 present | 310,000 tested, 0.51% active | activation (rescue from dofetilide block), less the hit threshold, % at 10 µM;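 active = activation above the mean of controls blocked by dofetilide plus 5 SD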;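 also: thallium influx through hERG after potassium depolarization seen as dye fluorescence rise; in these data hits start at about 4.7%; inactives centre near -7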
Target sequence (Q12809 whole entry, looked up): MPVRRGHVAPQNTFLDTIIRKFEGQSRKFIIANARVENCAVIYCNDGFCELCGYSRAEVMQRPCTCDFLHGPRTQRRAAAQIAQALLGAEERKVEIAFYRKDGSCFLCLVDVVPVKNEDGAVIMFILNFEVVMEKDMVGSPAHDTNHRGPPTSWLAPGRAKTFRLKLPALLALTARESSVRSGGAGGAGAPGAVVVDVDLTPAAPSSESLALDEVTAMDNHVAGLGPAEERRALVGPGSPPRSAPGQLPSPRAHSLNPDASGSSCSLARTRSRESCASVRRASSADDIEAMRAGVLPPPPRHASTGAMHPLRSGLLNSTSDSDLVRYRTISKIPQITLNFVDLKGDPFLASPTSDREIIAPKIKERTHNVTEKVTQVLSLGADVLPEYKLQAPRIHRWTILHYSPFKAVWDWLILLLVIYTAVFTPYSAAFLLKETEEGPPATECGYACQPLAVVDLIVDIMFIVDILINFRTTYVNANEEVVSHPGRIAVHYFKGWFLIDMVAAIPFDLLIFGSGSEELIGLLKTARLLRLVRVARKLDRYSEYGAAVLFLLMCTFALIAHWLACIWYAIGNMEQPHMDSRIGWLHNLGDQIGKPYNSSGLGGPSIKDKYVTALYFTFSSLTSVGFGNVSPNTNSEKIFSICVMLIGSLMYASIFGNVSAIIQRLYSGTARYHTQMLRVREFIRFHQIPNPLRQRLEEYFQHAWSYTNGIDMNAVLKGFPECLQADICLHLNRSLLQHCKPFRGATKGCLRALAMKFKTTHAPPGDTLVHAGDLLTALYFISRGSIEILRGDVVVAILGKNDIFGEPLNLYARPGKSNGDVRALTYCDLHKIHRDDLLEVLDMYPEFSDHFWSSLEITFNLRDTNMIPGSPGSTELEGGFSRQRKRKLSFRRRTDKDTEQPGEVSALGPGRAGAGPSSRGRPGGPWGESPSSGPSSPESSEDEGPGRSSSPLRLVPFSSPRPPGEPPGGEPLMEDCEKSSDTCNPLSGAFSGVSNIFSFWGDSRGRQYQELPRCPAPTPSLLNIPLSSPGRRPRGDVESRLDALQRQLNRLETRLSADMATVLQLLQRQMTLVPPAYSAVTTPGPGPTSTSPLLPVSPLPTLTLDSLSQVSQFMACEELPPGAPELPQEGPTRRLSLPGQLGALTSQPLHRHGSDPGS
HDAC3 inh = blocks human histone deacetylase 3 | inhibition, % at 8.3 µM | recombinant HDAC3, fluorogenic peptide/trypsin coupled, fluorescence | 320,000 tested, 0.15% active; in the data active = inhibition above about 26%, passing the limit was not always enough
SKKanGAS inh = blocks kanamycin growth of S. pyogenes SKKanGAS strain; BacTiter-Glo, 6 h; inhibition, % at 7.5 µM; 300,000 tested, 1.3% active; AID 1662;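 active = mean replicate score, as percent of positive control median, at least 50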;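 also: strain carries kanamycin resistance gene driven by streptokinase promoter and grows in 40 µg/ml kanamycin; loss of luminescence reflects streptokinase promoter inhibition or plain growth inhibition; 0% = median of DMSO wells and 100% = positive control at its reference dose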
RGS4 block = human RGS4 inhibition. HEK293 M3R/RGS4 inducible, Fluo-4 calcium flux; hits give high values; triggered by carbachol at its EC20. 310,000 tested, 0.45% active. B-score at 10 µM;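 active = B-score, a plate-corrected calcium signal, over three deviations above library mean, with baseline fluorescence within five deviations of library mean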;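 also: RGS4 expression induced by doxycycline in cells with stable M3 receptor; B-score is computed from the integrated fluorescence ratio over baseline after carbachol; higher B-score means a larger calcium signal and so more RGS4 inhibition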
KCNK3 block = human KCNK3 channel inhibition, primary screen | 340,000 tested, 0.84% active | B-score at 10 µM | AID 602410 | CHO-KCNK3 thallium flux, FluxOR fluorescence; hits give low values;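 active = B-score under library mean minus 4 SD, starting fluorescence ratio at most library mean plus 5 SD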;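 also: more negative B-score means stronger inhibition of thallium flux through KCNK3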
KCNK9 inh = human KCNK9 channel inhibition. HEK293 KCNK9, FluxOR thallium flux fluorescence; hits give low values. 310,000 tested, 1.2% active. B-score at 10 µM. Q9NPC2;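 active = ratio B-score over 3 SD below the library mean, with starting fluorescence within 5 SD of its mean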;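 also: negative B-score means less thallium flux so channel inhibition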
ANO1 block = inhibitors of mouse TMEM16A calcium-activated chloride channel | HEK293 TMEM16A/YFP iodide influx fluorescence, ionomycin | normalized B-score (activity score, 25-100; higher = stronger inhibition) at 10 µM | 310,000 tested, 1.2% active | AID 588511;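 active = ratio plate-corrected score three or more library SD toward inhibition, starting fluorescence score within five deviations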;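 also: score derived from kinetic fluorescence span divided by baseline fluorescence per well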
KCNQ1 pot = human KCNQ1 channel potentiation or activation; AID 2648; B-score at 10 µM; 310,000 tested, 0.35% active; CHO-K1 KCNQ1, thallium flux FluxOR fluorescence; hits give high values;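 active = fluorescence ratio B-score, a plate-corrected score, at least three library SD, with initial intensity B-score within 5 SD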
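Schedule – 37 °C overnight plating, 90-min dark dye load, 20-min compound pretreatment · System – stable KCNQ1 CHO-K1 line · Probe or stimulus – thallium- and potassium-containing depolarizing buffer · Measured by – kinetic FluxOR fluorescence, 10 s baseline plus 110 s post-stimulus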
* marks the source's active call; other numbers are inactive results.

What do the screens show for `C=CCOC(=O)C1=C[C@@H](c2cn(C(C)=O)c3ccccc23)C[C@@H](OCCCCO)O1`?
RGS4 pot: inactive; KCNQ1 block: inactive; ANO1 activ: inactive; hERG protect: -4; HDAC3 inh: 3; SKKanGAS inh: 3; RGS4 block: inactive; KCNK3 block: inactive; KCNK9 inh: inactive; ANO1 block: inactive; KCNQ1 pot: inactive

What do the screens show for `COC(=O)c1ccccc1NC(=O)CSc1nnc(-c2ccncc2)o1`?
RGS4 pot: inactive; KCNQ1 block: inactive; ANO1 activ: inactive; hERG protect: -5; HDAC3 inh: 1; SKKanGAS inh: -2; RGS4 block: inactive; KCNK3 block: inactive; KCNK9 inh: inactive; ANO1 block: inactive; KCNQ1 pot: inactive

How did Fc1ccccc1COc1ccc(Br)cc1CNCc1ccncc1 do in these assays?
RGS4 pot: -9.6*; KCNQ1 block: inactive; ANO1 activ: inactive; hERG protect: -15; HDAC3 inh: -3; SKKanGAS inh: 2; RGS4 block: inactive; KCNK3 block: inactive; KCNK9 inh: inactive; ANO1 block: inactive; KCNQ1 pot: inactive

Results for COc1ccc(Br)c(C(=O)NNC(=O)c2ccc(NS(=O)(=O)c3cccs3)cc2)c1 ?
RGS4 pot: inactive; KCNQ1 block: inactive; ANO1 activ: inactive; hERG protect: -12; HDAC3 inh: 0; SKKanGAS inh: 6; RGS4 block: inactive; KCNK3 block: inactive; KCNK9 inh: inactive; ANO1 block: inactive; KCNQ1 pot: inactive

What do the screens show for `CS(=O)(=O)c1nc(S(=O)(=O)c2ccc(Cl)cc2)c(N2CCOCC2)s1`?
RGS4 pot: inactive; KCNQ1 block: inactive; ANO1 activ: inactive; hERG protect: -4; HDAC3 inh: 6; SKKanGAS inh: -4; RGS4 block: inactive; KCNK3 block: inactive; KCNK9 inh: inactive; ANO1 block: inactive; KCNQ1 pot: inactive

How did COC(=O)c1ccc(-c2noc(CN3CCCC(CNC(C)=O)C3)n2)cc1 (stereo not given) do in these assays?
RGS4 pot: inactive; KCNQ1 block: inactive; ANO1 activ: inactive; hERG protect: -8; HDAC3 inh: -1; SKKanGAS inh: 15; RGS4 block: inactive; KCNK3 block: inactive; KCNK9 inh: inactive; ANO1 block: inactive; KCNQ1 pot: inactive

What do the screens show for `CCNC(=O)COC(=O)CCC(=O)c1cccs1`?
RGS4 pot: inactive; KCNQ1 block: inactive; ANO1 activ: inactive; hERG protect: -12; HDAC3 inh: -5; SKKanGAS inh: -5; RGS4 block: inactive; KCNK3 block: inactive; KCNK9 inh: inactive; ANO1 block: inactive; KCNQ1 pot: inactive

How did CCCOc1ccc(-c2c(C(=O)N/N=C(\C)c3cccs3)nnn2-c2nonc2N)cc1 do in these assays?
RGS4 pot: inactive; KCNQ1 block: inactive; ANO1 activ: inactive; hERG protect: -4; HDAC3 inh: -2; SKKanGAS inh: 3; RGS4 block: inactive; KCNK3 block: inactive; KCNK9 inh: inactive; ANO1 block: inactive; KCNQ1 pot: inactive

What do the screens show for `O=C(NCCCO)C12CC3CC(CC(C3)C1)C2`?
RGS4 pot: inactive; KCNQ1 block: inactive; ANO1 activ: inactive; hERG protect: -10; HDAC3 inh: -3; SKKanGAS inh: 1; RGS4 block: inactive; KCNK3 block: inactive; KCNK9 inh: inactive; ANO1 block: inactive; KCNQ1 pot: inactive

How did CC(=C/c1ccco1)/C=N/NC(=O)CSc1nnc(SCc2ccc(C)cc2)s1 do in these assays?
RGS4 pot: inactive; KCNQ1 block: inactive; ANO1 activ: inactive; hERG protect: -7; HDAC3 inh: -1; SKKanGAS inh: 6; RGS4 block: inactive; KCNK3 block: inactive; KCNK9 inh: inactive; ANO1 block: inactive; KCNQ1 pot: inactive

Results for C=CCNC(=S)N1CCN(C2CCCCC2)CC1 ?
RGS4 pot: inactive; KCNQ1 block: inactive; ANO1 activ: inactive; hERG protect: -2; HDAC3 inh: -1; SKKanGAS inh: 0; RGS4 block: inactive; KCNK3 block: inactive; KCNK9 inh: inactive; ANO1 block: inactive; KCNQ1 pot: inactive

Results for CCc1nc2ccccc2c(=O)n1NC(=O)c1c(O)c2ccccc2n(CC)c1=O ?
RGS4 pot: inactive; KCNQ1 block: inactive; ANO1 activ: inactive; hERG protect: 37*; HDAC3 inh: 3; SKKanGAS inh: 26; RGS4 block: inactive; KCNK3 block: inactive; KCNK9 inh: inactive; ANO1 block: inactive; KCNQ1 pot: inactive

Results for CC1CCN(CC(=O)Nc2ccccc2C#N)CC1 ?
RGS4 pot: inactive; KCNQ1 block: inactive; ANO1 activ: inactive; hERG protect: -3; HDAC3 inh: 2; SKKanGAS inh: -3; RGS4 block: inactive; KCNK3 block: inactive; KCNK9 inh: inactive; ANO1 block: inactive; KCNQ1 pot: inactive

How did Cc1ccc(N(C(=O)c2csnn2)C(C(=O)NC2CCCCC2)c2ccccn2)cc1 (stereo not given) do in these assays?
RGS4 pot: inactive; KCNQ1 block: inactive; ANO1 activ: inactive; hERG protect: -4; HDAC3 inh: 5; SKKanGAS inh: -3; RGS4 block: inactive; KCNK3 block: inactive; KCNK9 inh: inactive; ANO1 block: inactive; KCNQ1 pot: inactive

Results for Cc1cc(NCc2ccco2)nc2cc(O)ccc12 ?
RGS4 pot: inactive; KCNQ1 block: inactive; ANO1 activ: inactive; hERG protect: -5; HDAC3 inh: -38; SKKanGAS inh: 0; RGS4 block: inactive; KCNK3 block: inactive; KCNK9 inh: inactive; ANO1 block: inactive; KCNQ1 pot: inactive

Results for CC(C(=O)Nc1ccccc1C(F)(F)F)N1CCN(C)CC1 (stereo not given) ?
RGS4 pot: inactive; KCNQ1 block: inactive; ANO1 activ: inactive; hERG protect: -4; HDAC3 inh: 1; SKKanGAS inh: -4; RGS4 block: inactive; KCNK3 block: inactive; KCNK9 inh: inactive; ANO1 block: inactive; KCNQ1 pot: inactive

How did CCN(CC)C(=O)c1ccc(/C=C/c2c[nH]c3ccccc23)[n+](C)c1 do in these assays?
RGS4 pot: inactive; KCNQ1 block: inactive; ANO1 activ: inactive; hERG protect: -32; HDAC3 inh: 17; SKKanGAS inh: -1; RGS4 block: inactive; KCNK3 block: inactive; KCNK9 inh: inactive; ANO1 block: inactive; KCNQ1 pot: inactive

Results for COC(=O)c1[nH]c2ccccc2c1NS(=O)(=O)c1ccc(OC)cc1OC ?
RGS4 pot: inactive; KCNQ1 block: inactive; ANO1 activ: inactive; hERG protect: -14; HDAC3 inh: 9; SKKanGAS inh: 1; RGS4 block: inactive; KCNK3 block: inactive; KCNK9 inh: inactive; ANO1 block: inactive; KCNQ1 pot: inactive

What do the screens show for `COc1ccccc1NC(=O)c1ccc(CSc2ccccc2)o1`?
RGS4 pot: inactive; KCNQ1 block: inactive; ANO1 activ: inactive; hERG protect: -4; HDAC3 inh: 4; SKKanGAS inh: -2; RGS4 block: inactive; KCNK3 block: inactive; KCNK9 inh: inactive; ANO1 block: inactive; KCNQ1 pot: inactive

How did COc1ccc(C(=O)N/C(=C\c2ccccc2)C(=O)NCc2cccnc2)cc1 do in these assays?
RGS4 pot: inactive; KCNQ1 block: inactive; ANO1 activ: inactive; hERG protect: -3; HDAC3 inh: 2; SKKanGAS inh: 2; RGS4 block: inactive; KCNK3 block: inactive; KCNK9 inh: inactive; ANO1 block: inactive; KCNQ1 pot: inactive

How did O=C(O)c1ccc(-n2c(/C=C/c3ccccc3)nc3ccccc3c2=O)cc1 do in these assays?
RGS4 pot: inactive; KCNQ1 block: inactive; ANO1 activ: inactive; hERG protect: -9; HDAC3 inh: 3; SKKanGAS inh: 13; RGS4 block: inactive; KCNK3 block: inactive; KCNK9 inh: inactive; ANO1 block: inactive; KCNQ1 pot: inactive

Results for CCN1CCN(CC(=O)Nc2ccc(N(C)C)cc2)CC1 ?
RGS4 pot: inactive; KCNQ1 block: inactive; ANO1 activ: inactive; hERG protect: -5; HDAC3 inh: -3; SKKanGAS inh: 2; RGS4 block: inactive; KCNK3 block: inactive; KCNK9 inh: inactive; ANO1 block: inactive; KCNQ1 pot: inactive

What do the screens show for `O=C(N/N=C/c1ccc([N+](=O)[O-])o1)C(=O)Nc1ccc(C(=O)O)cc1`?
RGS4 pot: inactive; KCNQ1 block: inactive; ANO1 activ: inactive; hERG protect: -14; HDAC3 inh: 1; SKKanGAS inh: 1; RGS4 block: inactive; KCNK3 block: inactive; KCNK9 inh: inactive; ANO1 block: inactive; KCNQ1 pot: inactive

Results for Cc1ccnc(NCn2nnc3ccccc32)c1 ?
RGS4 pot: inactive; KCNQ1 block: inactive; ANO1 activ: inactive; hERG protect: 1; HDAC3 inh: 5; SKKanGAS inh: -2; RGS4 block: inactive; KCNK3 block: inactive; KCNK9 inh: inactive; ANO1 block: inactive; KCNQ1 pot: inactive

How did CCCCCCCN(C(=O)CCl)c1ccccc1C do in these assays?
RGS4 pot: inactive; KCNQ1 block: inactive; ANO1 activ: inactive; hERG protect: -12; HDAC3 inh: 0; SKKanGAS inh: -18; RGS4 block: inactive; KCNK3 block: inactive; KCNK9 inh: inactive; ANO1 block: inactive; KCNQ1 pot: inactive

Results for CCOC(=O)C(=O)Nc1ncc(Cl)s1 ?
RGS4 pot: inactive; KCNQ1 block: inactive; ANO1 activ: inactive; hERG protect: -9; HDAC3 inh: 0; SKKanGAS inh: -2; RGS4 block: inactive; KCNK3 block: inactive; KCNK9 inh: inactive; ANO1 block: inactive; KCNQ1 pot: inactive

What do the screens show for `CCN(CC(=O)N1CCCCCC1)S(=O)(=O)c1ccc(C)cc1`?
RGS4 pot: inactive; KCNQ1 block: inactive; ANO1 activ: inactive; hERG protect: -3; HDAC3 inh: 0; SKKanGAS inh: 4; RGS4 block: inactive; KCNK3 block: inactive; KCNK9 inh: inactive; ANO1 block: inactive; KCNQ1 pot: inactive

How did CCn1ncc(Br)c1C(=O)Nc1ccccc1C(=O)OC do in these assays?
RGS4 pot: inactive; KCNQ1 block: inactive; ANO1 activ: inactive; hERG protect: -24; HDAC3 inh: 2; SKKanGAS inh: -2; RGS4 block: inactive; KCNK3 block: inactive; KCNK9 inh: inactive; ANO1 block: inactive; KCNQ1 pot: inactive

Looked up one by one from the entries so far:
Results for CCOC(=O)C(=O)Nc1ncc(Cl)s1 ?
RGS4 pot: inactive; KCNQ1 block: inactive; ANO1 activ: inactive; hERG protect: -9; HDAC3 inh: 0; SKKanGAS inh: -2; RGS4 block: inactive; KCNK3 block: inactive; KCNK9 inh: inactive; ANO1 block: inactive; KCNQ1 pot: inactive

How did CCCCCCCN(C(=O)CCl)c1ccccc1C do in these assays?
RGS4 pot: inactive; KCNQ1 block: inactive; ANO1 activ: inactive; hERG protect: -12; HDAC3 inh: 0; SKKanGAS inh: -18; RGS4 block: inactive; KCNK3 block: inactive; KCNK9 inh: inactive; ANO1 block: inactive; KCNQ1 pot: inactive
